Screening results as filed in PubChem.
GPR55 activation – GPR55 agonists via beta-arrestin recruitment, primary screen, imaging, U2OS cells, beta-arrestin-GFP redistribution (AID 1961). U2OS GPR55 beta-arrestin-GFP redistribution imaging; higher % means a stronger effect. activation, % at 10 µM; hits with a dose series show EC50 in µM. 290,000 tested, 0.048% active;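 active = activation above 40% with more than 50 cells counted in the well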;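 note: U2OS osteosarcoma cells stably expressing GPR55 and beta-arrestin-GFP; plate controls were DMSO negative control for no effect and LPI positive control for full effect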
GPR35 arrestin U2OS – GPR35 antagonists blocking zaprinast-driven arrestin recruitment, primary screen, imaging, U2OS, beta-arrestin-GFP, zaprinast agonist (AID 2058). U2OS GPR35 beta-arrestin-GFP translocation imaging, zaprinast antagonism; higher % means a stronger effect. inhibition, % at 10 µM; hits with a dose series show IC50 in µM. 290,000 tested, 0.052% active;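 active = inhibition of at least 50% with at least 30 cells and total cytoplasm GFP at most 10,000,000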
Dengue-2 NS5 capping – flavivirus cap methylation enzyme inhibition – biochemical, confirmation dose response, primary screen (AID 588689); Dengue-2 NS5 methyltransferase capping enzyme assay, biochemical; higher % means a stronger effect; inhibition, % at 25 µM, or IC50 in µM where a hit was titrated; 340,000 tested, 0.3% active; in the data active = a potency from the dose series
Large T inhibition – TAg ATPase/helicase activity blockers – biochemical (AID 1903) | 310,000 tested, 0.39% active | SV40 large T antigen ATPase/helicase inhibition assay; higher % means a stronger effect | inhibition, % at 20 µM; hits with a dose series show IC50 in µM; in the data active = a potency from the dose series; note: strong numbers were not always called active
Rac1 GTP hydrolysis – MgcRacGAP GTPase-activating activity inhibitors, confirmation, biochemical, ADP Hunter fluorescence; MgcRacGAP-stimulated Rac1 GTP hydrolysis, ADP Hunter fluorescence; higher % means a stronger effect; GST-tagged Rac1 F28L mutant substrate; one-dose inhibition, % at 30 µM; IC50 in µM for titrated hits; 340,000 tested, 0.6% active; AID 624330;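 active = first-screen hits whose inhibition reached a set limit at any dose in the follow-up dose series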;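 note: fluorescence reports GDP produced by GAP-driven GTP hydrolysis; strong numbers were not always called active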
GPR55 LPI antagonism – inhibition of LPI-stimulated GPR55 beta-arrestin translocation – imaging, U2OS, beta-arrestin-GFP, LPI agonist, primary screen (AID 2013). 290,000 tested, 0.13% active. inhibition, % at 10 µM, or IC50 in µM where a hit was titrated. U2OS GPR55 beta-arrestin-GFP translocation imaging, LPI antagonism; higher % means a stronger effect;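 active = spots per cell inhibited over 60%, with over 100 cells counted and total cytoplasm intensity under 500,000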;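 note: U2OS cells stably carrying GPR55 and arrestin-GFP stimulated by 5 µM LPI near EC80; imaged beta-arrestin-GFP aggregate spots per cell after agonist stimulation; plate controls were LPI-stimulated DMSO wells for no effect and DMSO wells without LPI for full effect; some results filed as inactive read as strong as hits; confirmed hits need IC50 under 10 µM and bright autofluorescent wells are also inconclusive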
AID2073 – disruptors of CaV2.2 binding to Mint1 – biochemical, HTRF (AID 2073) | HTRF protein-protein interaction, Mint1-CaV2.2; higher % means a stronger effect | inhibition, % at 20 µM, or IC50 in µM where a hit was titrated | 290,000 tested, 0.19% active; in the data active = inhibition mostly above about 51%, no sharp cut-off; note: some results filed as inactive read as strong as hits
Yfh1-depleted yeast – mitochondrial function rescue without frataxin homolog – Friedreich's ataxia, plus single-dose screen, dose response (AID 1465). 220,000 tested, 0.074% active. fold induction at 50 µM, or EC50 in µM where a hit was titrated. S. cerevisiae Yfh1-off respiration, WST-1 reduction, 72 h; higher fold induction means a stronger effect;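 active = fold induction of absorbance versus untreated yeast above a set limit, then at least 30% activation at any dose in follow-up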;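 note: activators that raise dye reduction in frataxin-depleted yeast; strong numbers were not always called active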
NTR1 ag – NTR1-driven beta-arrestin-GFP spot formation – imaging, U2OS cells, high content, primary screen (AID 493036); activation, % at 20 µM; P30989; agonist mode; 330,000 tested, 0.17% active;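 active = activation at or above 40% of the spot to cytoplasm intensity ratio, with at least 20 cells analyzed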;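 note: 0% = DMSO without peptide and 100% = 100 nM NTR1 peptide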
Target sequence (P30989 whole entry, looked up): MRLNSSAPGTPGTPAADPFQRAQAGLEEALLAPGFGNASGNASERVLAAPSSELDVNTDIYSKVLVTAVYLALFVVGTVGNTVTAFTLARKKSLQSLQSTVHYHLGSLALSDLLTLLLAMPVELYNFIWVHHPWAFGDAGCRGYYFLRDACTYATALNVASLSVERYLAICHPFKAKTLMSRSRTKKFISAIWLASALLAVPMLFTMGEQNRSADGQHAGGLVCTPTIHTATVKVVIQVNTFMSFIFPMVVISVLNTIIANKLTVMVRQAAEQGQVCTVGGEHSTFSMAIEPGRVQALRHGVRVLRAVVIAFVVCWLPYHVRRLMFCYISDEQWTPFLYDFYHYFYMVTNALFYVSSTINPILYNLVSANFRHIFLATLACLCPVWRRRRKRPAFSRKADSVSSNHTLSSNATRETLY
NTR1 ag cell count 20 µM – further read-out of NTR1 ag, marked with its call; cell count; measured here: cell count, cytotoxicity flag
Dengue-2 NS5 capping pilot replicate – also measured in Dengue-2 NS5 capping; calls as there; inhibition, %; measured here: pilot screen replicate inhibition
Numbers without * were called inactive; i = inactive; . = no result given.

SMILES	GPR55 activation	GPR35 arrestin U2OS	Dengue-2 NS5 capping	Large T inhibition	Rac1 GTP hydrolysis	GPR55 LPI antagonism	AID2073	Yfh1-depleted yeast	NTR1 ag	NTR1 ag cell count 20 µM	others
CCOC(=O)N1CCC(NC(=O)C2CCN(c3nc(-c4ccc(OC)cc4)no3)CC2)CC1	-0.1%	8%	-3%	6%	4%	-4%	-2%	.	1.7	90
CC(=O)c1ccc(NC(=O)C2CCC(C)NC2=O)cc1 (stereo not drawn)	-0.1%	-2%	-8%	17%	6%	4%	-2%	i	0.1	37
CCOC(=O)C1CCN(CC(O)COCc2ccc3c(c2)OCO3)CC1 (stereo not drawn)	0.1%	4%	0%	0%	1%	3%	3%	i	-0.2	39
O=C(Nc1nnc(-c2ccco2)o1)c1cccc(Cl)c1	0.6%	-14%	-3%	2%	0%	-5%	5%	i	0.9	63
Cc1cc(=O)n2nc(N3CCC(C(=O)NCc4ccc(Cl)cc4)CC3)sc2n1	0.0%	-5%	-1%	8%	13%	4%	13%	.	-0.6	56
CSc1nc(C)c(Cc2ccccc2)c(=O)[nH]1	0.2%	-10%	-4%	4%	4%	0%	15%	i	0.4	50
CC(C)CCNC(=O)C12CN(Cc3ccccc3)CC1C(c1ccc([N+](=O)[O-])cc1)=NO2 (stereo not drawn)	-0.3%	23%	8%	21%	11%	-10%	17%	i	4.1	90
COc1cc2c(cc1OC)CN(C(=O)c1cc(S(=O)(=O)N3CCOCC3)ccc1C)CC2	.	.	-7%	10%	-2%	.	.	.	-0.2	44
Cc1nc(CS(=O)(=O)c2ccccn2)sc1C(=O)NNC(=O)c1ccccc1	0.6%	-2%	-3%	24%	7%	0%	6%	i	-0.3	58
CCCCc1cc(=O)oc2cc(OCC(=O)N3CCOCC3)ccc12	0.0%	-8%	-8%	2%	4%	-9%	8%	.	2.2	44
Cc1ccc(N)cc1S(=O)(=O)N(C)C	0.2%	23%	.	2%	2%	7%	-10%	i	0.0	41
CCC(C)NC(=O)c1ccc(CSCc2cccc(F)c2)o1 (stereo not drawn)	-0.1%	3%	-6%	5%	6%	14%	-6%	i	0.3	63
CCn1cnc2sc(C(=O)Oc3cccc(C)c3)c(C)c2c1=O	0.1%	-15%	-3%	-4%	9%	-14%	-12%	i	3.7	87
CS(=O)(=O)N(Cc1ccccc1)c1ccc(C(=O)NCc2cccnc2)cc1	-0.1%	-5%	2%	-4%	10%	10%	4%	i	-1.0	87
Cc1ccc(S(=O)(=O)N2CCC(C(=O)OCC(=O)NC3(C#N)CCCCC3)CC2)cc1C	.	.	10%	23%	2%	.	.	.	0.3	58
Cc1cc(/C=C2/NC(=O)N(Cc3ccccc3F)C2=O)c(C)n1C	-0.2%	-3%	3%	5%	4%	-13%	11%	i	-0.7	79
O=C(Cc1ccccc1)Nc1ccccc1C(=O)NCC1CCCO1 (stereo not drawn)	-0.1%	-2%	3%	-6%	8%	-16%	3%	.	0.2	50
CCOC(=O)Oc1ccc(C(=O)OCCCN(C)C)cc1OC	0.0%	12%	4%	6%	5%	5%	-1%	i	-1.0	86
COc1ccc(-c2nnc(SCC(=O)c3cc(C)n(Cc4cccs4)c3C)o2)cc1	-0.1%	8%	-6%	1%	7%	3%	-12%	i	0.7	60
CCN1C=C(Cc2cccs2)C2=C(C1)C(c1cccs1)C(C#N)=C(N)O2 (stereo not drawn)	0.0%	4%	-14%	15%	16%	24%	7%	i	6.2	49
Cn1cccc1CC(=O)N/N=C\c1c2ccccc2cc2ccccc12	-0.1%	0%	-2%	30%	10%	4%	32%	i	4.7	46
CC(=O)c1ccc(NCCC(=O)c2ccccc2)cc1	-0.1%	-2%	-4%	11%	7%	2%	4%	i	0.7	64
COc1ccc2cc(CCNC(=O)c3ccco3)c(=O)[nH]c2c1	-0.1%	10%	-1%	3%	6%	4%	9%	.	-0.8	68
Cc1sc2ncn(CC(=O)N3CCCCC3)c(=O)c2c1C	-0.1%	-11%	0%	-8%	6%	10%	1%	i	-0.3	69

The list goes on (2 carried over from the part before).
SMILES	GPR55 activation	GPR35 arrestin U2OS	Dengue-2 NS5 capping	Large T inhibition	Rac1 GTP hydrolysis	GPR55 LPI antagonism	AID2073	Yfh1-depleted yeast	NTR1 ag	NTR1 ag cell count 20 µM	others
COc1ccc2cc(CCNC(=O)c3ccco3)c(=O)[nH]c2c1	-0.1%	10%	-1%	3%	6%	4%	9%	.	-0.8	68
Cc1sc2ncn(CC(=O)N3CCCCC3)c(=O)c2c1C	-0.1%	-11%	0%	-8%	6%	10%	1%	i	-0.3	69
Cc1ccc(/C=N/Nc2ccc(F)cc2F)s1	0.3%	2%	-10%	12%	3%	-4%	-4%	.	1.0	83
COc1ccc(Nc2nc(N3CCOCC3)nc(N3CCOCC3)n2)c(OC)c1	0.2%	12%	-1%	-2%	7%	3%	9%	.	0.8	51
CCOc1ccc(N2C(=O)CC(Sc3nc(C)cc(C)c3C#N)C2=O)cc1 (stereo not drawn)	-0.1%	11%	-6%	5%	-1%	16%	-10%	i	-1.2	44
COc1ccc(NC(=O)CSc2n[nH]c(N)n2)cc1OC	0.1%	-7%	-1%	23%	7%	5%	-5%	i	0.2	38
COc1cc(NC(C)=O)ccc1-c1cc2ccccc2oc1=O	-0.1%	-3%	-4%	15%	-3%	5%	19%	i	1.0	43
Cc1sc2ncnc(SCC(=O)NC3CCCC3)c2c1C	-0.2%	-8%	3%	6%	5%	10%	1%	.	4.9	40
Cc1ccc2[nH]c(=O)c(-c3nc4c(C)cccn4c3NCc3ccco3)cc2c1	0.3%	10%	-1%	1%	10%	18%	-1%	i	2.7	62
Cc1cc(C)nc(Oc2ccc([N+](=O)[O-])cc2)n1	0.2%	-13%	.	-3%	5%	-9%	-5%	i	-0.2	51
CCc1nnc(NC(=O)CN2CCOCC2)s1	-0.2%	-1%	4%	9%	4%	-4%	-8%	i	-0.4	45
Cc1ccc(N(CCCCN2C(=O)c3ccccc3C2=O)C(=O)c2cccc([N+](=O)[O-])c2)cc1	0.2%	-8%	-3%	4%	4%	14%	0%	i	17	89	Dengue-2 NS5 capping pilot replicate=-4.9
Cc1c(C(=O)NC(C)c2ccc(-n3ccnc3)cc2)cccc1[N+](=O)[O-] (stereo not drawn)	0.0%	-1%	-5%	7%	3%	3%	0%	.	-0.3	64
CCc1ccccc1N(CC(=O)N1CCN(c2ccccc2)CC1)S(C)(=O)=O	0.5%	9%	-2%	4%	7%	-3%	5%	i	-0.7	85
O=[N+]([O-])c1ccccc1S(=O)(=O)Oc1ccc(C(=S)N2CCOCC2)cc1	-0.1%	2%	-5%	11%	3%	15%	-20%	i	-1.8	60
Cc1ccc(NC(NC(=O)c2ccccc2[N+](=O)[O-])C(Cl)(Cl)Cl)cc1 (stereo not drawn)	-0.1%	-4%	-4%	5%	6%	7%	-2%	i	6.9	39
CCc1ccc(NC(=O)C(=O)NNC(=O)c2cccc(OC)c2)cc1	-0.1%	-14%	-5%	1%	10%	-10%	7%	.	1.3	51
COc1ccc(OC)c(C2Nc3c(Cl)ccc(C(=O)O)c3C3C=CCC32)c1 (stereo not drawn)	0.4%	-1%	8%	31%	4%	6%	14%	i	0.7	29
CN(C)C(CNC(=O)CCNC(=O)c1ccc(Br)cc1)c1ccco1 (stereo not drawn)	.	.	0%	10%	8%	.	.	.	0.7	54
COc1ccc(N2C(=O)C(CC(=O)Nc3ccccc3)N(Cc3ccccn3)C2=S)cc1 (stereo not drawn)	0.4%	-4%	0%	-2%	6%	20%	-30%	i	2.5	53
O=C(Nc1ccc(F)c(F)c1)c1oc2ccccc2c1NC(=O)C1CCCO1 (stereo not drawn)	-0.5%	16%	-6%	6%	9%	17%	13%	i	4.7	52
O=S(=O)(CCc1nnc(-c2ccc(Br)cc2)o1)c1ccc(Cl)cc1	0.2%	-7%	2%	21%	7%	5%	6%	i	0.5	46
Nc1ccccc1-c1nc2ccccc2c(=O)o1	-0.3%	-4%	2%	1%	4%	-2%	10%	.	1.4	72
Cc1[nH]c(=O)[nH]c(=O)c1/C=C/C(=O)O	0.0%	3%	-10%	9%	10%	8%	5%	i	-0.1	62
COc1ccccc1-c1nc(SCC(=O)N(C)c2ccccc2)c2c(=O)n(C)c(=O)n(C)c2n1	0.0%	0%	-4%	22%	2%	0%	36%	i	10	56
CCC(C(=O)NC1CCCC1)n1c(SCc2cccc(C)c2)nc2ccncc21 (stereo not drawn)	0.2%	-6%	-1%	19%	-4%	11%	-15%	i	-2.9	62

Gathered by group: the compounds so far with an aryl thioether with sulfur outside any ring
SMILES	GPR55 activation	GPR35 arrestin U2OS	Dengue-2 NS5 capping	Large T inhibition	Rac1 GTP hydrolysis	GPR55 LPI antagonism	AID2073	Yfh1-depleted yeast	NTR1 ag	NTR1 ag cell count 20 µM	others
CSc1nc(C)c(Cc2ccccc2)c(=O)[nH]1	0.2%	-10%	-4%	4%	4%	0%	15%	i	0.4	50
COc1ccc(-c2nnc(SCC(=O)c3cc(C)n(Cc4cccs4)c3C)o2)cc1	-0.1%	8%	-6%	1%	7%	3%	-12%	i	0.7	60
CCOc1ccc(N2C(=O)CC(Sc3nc(C)cc(C)c3C#N)C2=O)cc1 (stereo not drawn)	-0.1%	11%	-6%	5%	-1%	16%	-10%	i	-1.2	44
COc1ccc(NC(=O)CSc2n[nH]c(N)n2)cc1OC	0.1%	-7%	-1%	23%	7%	5%	-5%	i	0.2	38
Cc1sc2ncnc(SCC(=O)NC3CCCC3)c2c1C	-0.2%	-8%	3%	6%	5%	10%	1%	.	4.9	40
COc1ccccc1-c1nc(SCC(=O)N(C)c2ccccc2)c2c(=O)n(C)c(=O)n(C)c2n1	0.0%	0%	-4%	22%	2%	0%	36%	i	10	56
CCC(C(=O)NC1CCCC1)n1c(SCc2cccc(C)c2)nc2ccncc21 (stereo not drawn)	0.2%	-6%	-1%	19%	-4%	11%	-15%	i	-2.9	62

Compounds were not picked by outcome; about 1.7% have a hit in one of these screens.
